# Screening results (PubChem BioAssay)
# HepG2 viability – HepG2 cytotoxicity, counter-screen for TGF-b inhibitors; AID 588856; HepG2 CAGA-GFP viability, ATP luminescence, 18 h; hit rate 0.76% among 410,000; Potency, µM (highest dose often 46.1 µM), for the others: at the highest dose activity change, negative = cytotoxicity, actives largely listed as cytotoxic; also: potency is read from the fitted curve at half-maximal effect; some results filed as inactive show a strong effect at the top dose
#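 HepG2 CAGA-GFP cells (1000/well, DMEM with 1% FBS) received compound, then TGF-beta at 500 pg/mL final, and were incubated 18 hours at 37 degrees C. Viability was read by CellTiter-Glo luminescence. Media-only wells were set as complete cell-killing and DMSO as no toxicity.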
# HT1080 IDH1KD tx – toxicity to HT-1080 IDH1 knockdown cells (counter line); HT-1080 IDH1 knockdown viability, ATP luminescence, 48 h; Potency, µM (titrated, usually from 46.1 µM), for inactives: top-dose activity, negative = toxicity, usual class: cytotoxic; hit rate 2% among 360,000; AID 686971;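 also: potency is read from the fitted curve at half-maximal effect; 0% = DMSO wells and -100% = cell-free medium wells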
#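 Assay cells: HT-1080 with IDH1 knockdown, 750 per well, RPMI/5% FBS. Exposure: 48 h at 37 °C following 2 h pre-incubation. Read: CellTiter-Glo luminescence; fitted concentration-response, curve class assigned.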
# IL-1B inflam inh – inflammasome signaling inhibition, IL-1 beta readout | hit rate 4.7% among 360,000 | AID 743279 | THP-1 LPS/ATP IL-1B secretion, AlphaLISA, 16 h; stronger effect = lower value | activity change, % at 57.5 µM; in the data active = activity change below about -50%; inconclusive = mostly about -30% to -49%; also: % is scaled to controls: 0 for no effect and ±100 for the full control effect
#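 Secreted IL-1B measured by AlphaLISA bead assay after 16 h compound exposure of THP-1 cells; compounds (final up to 57.5 uM) added 1 h before LPS (250 ng/mL) and ATP (1.25 mM) stimulation; lower signal means less secretion.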
# MCF10A rerep – induces DNA re-replication in MCF 10a normal breast cells; AID 624296; Potency, µM (doses to about 46.1 µM), inactives show at the top dose activity, positive = re-replication, usual class: activators; hit rate 2.9% among 350,000; MCF 10A DNA re-replication, Hoechst nuclear intensity, 48 h; also: potency is read from the fitted curve at half-maximal effect; % of control where 0% means no effect; nearly all actives have a fitted effect of over 50% in size
# ATXN viability – viability counter-screen for ATXN expression inhibitors; S2 cells (HEK-293 line with an ATXN2-luciferase reporter) viability, CellTiter-Fluor protease fluorescence, 24 h; Potency, µM (titrated, usually from 56.7 µM), usual class: cytotoxic; AID 651635; hit rate 0.49% among 400,000; also: potency is read from the fitted curve at half-maximal effect; nearly all actives have a fitted effect of over 40% in size
# SW480 rereplic – DNA re-replication induction in SW480 cells; Potency, µM (highest dose often 46.1 µM), for inactives: at the top dose re-replication activation, actives largely listed as activators; hit rate 1.8% among 340,000; SW480 DNA re-replication, Hoechst DNA content imaging, 48 h; also: potency is read from the fitted curve at half-maximal effect; % of control where 0% means no effect; nearly all actives have a fitted effect of over 55% in size
#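 Readout is total intensity of Hoechst-stained nuclei, excited at 405 nm and collected at 500-530 nm. Compound treatment lasted 48 hr at 37 C in 5% CO2 before staining.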
# KB-3-1 cytotox – kills parental KB-3-1 adenocarcinoma cells. KB-3-1 viability, CellTiter-Glo ATP luminescence, 72 h. hit rate 1.4% among 400,000. Potency, µM (top dose mostly 46.1 µM), without a hit: at the highest dose activity change, negative = cytotoxic, hits mostly cytotoxic; also: potency is read from the fitted curve at half-maximal effect; % is scaled to controls: 0 for no effect and ±100 for the full control effect; nearly all actives have a fitted effect of over 60% in size
#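 Here the drug-naive KB-3-1 line serves as comparator for MDR sub-line selectivity; cells received compound titrations, 72 h at 37 °C, then CellTiter-Glo readout.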
# ATXN2 expr inh – reduces ATXN2 reporter expression in HEK-293 cells; HEK-293 ATXN2-luciferase reporter, luminescence, 24 h; Potency, µM (highest dose often 57 µM), without a hit: top-dose activity change, negative = inhibition, actives largely listed as inhibitors; hit rate 0.72% among 360,000; AID 1745845; also: potency is read from the fitted curve at half-maximal effect; % is scaled to controls: 0 for no effect and ±100 for the full control effect; nearly all actives have a fitted effect of over 55% in size
#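 ATXN2-luciferase reporter cells (luciferase flanked by upstream and downstream ATXN2 gene portions) were treated 24 h at 37 °C with compounds at up to 57 uM. SteadyGlo luminescence gave expression; GF-AFC fluorescence gave viability.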
# HT1080NT lethal – kills 2HG-producing HT-1080-NT fibrosarcoma cells | HT-1080-NT fibrosarcoma viability, CellTiter-Glo ATP luminescence, 48 h | Potency, µM (highest dose often 46.1 µM), without a hit: at the top dose activity, negative = less viability, actives largely listed as cytotoxic | hit rate 1.6% among 360,000;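 also: NT is the 2HG producing partner of a matched IDH1 knockdown line; potency is read from the fitted curve at half-maximal effect; 0% = DMSO-treated cells and -100% = media-only wells without cells; nearly all actives have a fitted effect of over 55% in size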
#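 Viability of the 2HG-overproducing fibrosarcoma line after 48 hours of compound exposure at 37 degrees C was determined by luminescence with CellTiter-Glo, and concentration-effect curves were then fitted and categorized.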
# * = called active by the depositor; i = inactive; ? = inconclusive; . = not tested or not shown; & = joins results of further samples; [ ] = dose if it differs, or a comment. Unless noted, calls follow the shape of the dose curve; as a rule, active = well fitted curve in the direction sought with a large enough effect; inconclusive = small, poorly fitted or top-dose-only effect, or another doubt; inactive = no such curve, though single readings can be large; an effect the other way counts as inactive or inconclusive. Not a hit list (roughly 8.9% active in at least one column).
SMILES,HepG2 viability,HT1080 IDH1KD tx,IL-1B inflam inh,MCF10A rerep,ATXN viability,SW480 rereplic,KB-3-1 cytotox,ATXN2 expr inh,HT1080NT lethal
CN(C)c1ccc(CNC(=O)C2CCN(S(=O)(=O)c3ccc4c(c3)oc(=O)n4C)CC2)cc1,0.6%&3.6%,-3.8%,-10.2,5.2%,?,2.7%,-16.5%&-9.9%,7.5%&-26.6%,11.4%
Cc1nn(Cc2ccc(Cl)cc2)c(C)c1NC(=O)CCCn1nc(C)c([N+](=O)[O-])c1C,-22.8%,-3.3%,-12.4,-0.3%,i,-55.1%[inhibitor],-1.3%,-8.8%,-1.0%
C/C(=N\Nc1ccc(F)cc1F)c1ccc(Br)s1,-2.0%,?,18.8,7.8%,i,1.4%,2.6%,31.0%,-26.8%
NC(=O)CCN1CCC(c2nc3ccccc3s2)CC1,-11.1%,3.2%,10.9,-1.9%,i,3.7%,5.6%,1.8%,2.2%
COc1ccc(C)cc1-n1nc2ccccc2n1,-8.4%,4.6%,-2.8,9.5%,?,-1.9%,-0.8%,.,2.1%
C=CCn1c(SCC(=O)Nc2nccs2)nnc1-c1cc2cccc(OC)c2o1,9.0%,?,16.8,5.9%,?,6.0%,1.4%,?,?
CCOC(=O)C1CCCN(C(=O)c2ccco2)C1 (stereo unspecified),2.1%,20.8%,4.8,5.8%,?,0.9%,-7.2%,0.2%,8.5%
O=C(CSCc1c(F)cccc1Cl)NCCc1ccccc1,-39.8%,-4.8%,-4.3,14.5%,i,-1.1%,-19.4%,.,-2.6%
C[C@H]1C(=O)N(C)CCN1Cc1cn(C)nc1-c1ccc(Oc2ccccc2)cc1,-20.8%,-0.9%,31.7,-18.4%,i,-18.9%[1.84 µM],?,-7.4%[11.3 µM],-9.6%
CCC(=O)N1CCc2cc(S(=O)(=O)CCC(=O)NC3CCCCC3)ccc21,17.0%,11.3%,-7.1,?,i,16.4%,2.2%,.,12.4%
CCOC(=O)N1CCN(C(=O)C2CCN(S(=O)(=O)c3cc(OC)ccc3OC)CC2)CC1,2.5%,1.1%,13.7,8.4%,i,-17.4%,3.6%,3.6%,1.5%
CC(C)C[C@H](NC(=O)N1CC(=O)Nc2ccccc21)C(=O)N1CCC(C(=O)O)CC1,-7.3%,8.6%,-2.5,8.4%,i,0.5%,-9.9%,11.9%,12.8%
CC(C)CC(=O)NC(=S)Nc1ccc(F)cc1F,-15.4%,5.2%,1.9,0.0%,?,0.5%,-1.0%,.,6.2%
Cc1ccc(CNC(=O)C(=O)NCC2OCCN2C(=O)c2ccc3c(c2)OCO3)cc1 (stereo unspecified),-19.6%,5.6%,2.1,14.2%,i,-10.8%[1.84 µM],10.2%,2.1%,-0.9%
Fc1ccc(C(c2nnnn2C2CCCC2)N(Cc2ccco2)CC2CCCO2)cc1 (stereo unspecified),-53.2%,?,-1.9,-5.3%,i,-2.8%,?,-9.1%,-10.0%
CCOC(=O)c1c(NC(=O)CS(=O)(=O)c2cn(CC)c3ccccc23)sc2c1CCCCC2,-21.6%,0.9%,26.8,9.0%,i,3.7%,0.0%,8.3%,7.0%
Cc1onc(-c2ccccc2Cl)c1C(=O)N[C@@H](C)c1ccccc1,-26.1%,4.8%,3.5,-7.0%,i,-2.4%,-3.3%,-1.5%,-2.5%
Cc1ccn2c(C(=O)CSc3ccccc3)c(C)nc2c1,-22.4%,-1.2%,-7.8,?,i,-2.6%,-11.0%,7.7%,15.5%
COc1cccc(NC(=O)CSC2=Nc3ccccc3C3=NC(CC(=O)NCc4ccccc4OC)C(=O)N23)c1 (stereo unspecified),-11.1%,.,.,.,i,.,-9.4%,10.1%,.
CC1(C)Cc2c(C#N)c(OCC(=O)c3ccc(Cl)cc3)nc(-c3ccoc3)c2CO1,-33.4%,-0.7%,23.3,?,i,?,0.0%,-7.9%,3.0%
COCCCNCCCCOc1ccccc1-c1ccccc1,-12.9%,-23.9%,0.0,3.1%,i,?,?,-7.0%,-13.1%
CC[C@]12c3[nH]c4ccc(OC)cc4c3CCN1C(=O)C(CC(=O)NCc1cccc(C(F)(F)F)c1)C[C@@H]2C(=O)N1CCN(C(=O)c2ccco2)CC1 (stereo partly specified),-4.9%,-5.0%,?,-0.6%,i,5.3%,6.8%,6.5%,1.2%
Cc1cc(C)nc(NS(=O)(=O)c2ccc(NC(=O)c3nc(SC(C)C)ncc3Cl)cc2)n1,-47.7%,.,.,.,i,.,10.5%,-11.8%,.
O=C(O)C1CC(=O)N(c2ccc(OCc3ccc(Cl)cc3Cl)cc2)C1 (stereo unspecified),0.9%,?,11.2,?,i,-0.2%,-15.6%,-11.2%,-10.2%
Cc1ccc(NC(=O)Cn2nnc(C(=O)NCCc3ccccc3)c2N)c(C)c1,-24.6%,1.2%,2.6,28.8%,i,?,-1.5%,-10.1%,-1.2%
O=S(=O)(c1ccc(F)cc1)c1snnc1-c1ccccc1,-29.0%,?,-99.9*,7.31µM*,?,52.4%,13µM*,14.1µM*,6.51µM*
Cc1cccc(NS(=O)(=O)c2ccc3[nH]c(=O)cc(C(=O)O)c3c2)c1,-1.8%,0.2%,29.5,-3.7%,i,?,5.8%,.,0.0%
CCn1cc(C2=NC(CC(C)C)CO2)c2ccccc21 (stereo unspecified),-5.4%,-13.7%,?,?,i,?,-1.0%,12.6%,-3.8%
O=C(Nc1ccccc1)/C(=C/c1ccc([N+](=O)[O-])cc1)NC(=O)c1ccccc1,-2.4%,-6.8%,16.7,-1.1%,i,-3.3%,5.8%,-30.1%,-2.2%
CCc1nc2ccc(C(=O)NCCc3ccccn3)cn2c1N(C)Cc1cccs1,1.6%,15.1%,-21.3,.,i,.,25.1%,-25.2%,8.5%
C=CCn1c(SCC(=O)c2ccccc2)nnc1-c1cc2ccccc2o1,-1.4%,-5.2%,-6.3,15.8%,i,-4.4%,-7.4%,-7.2%,-8.0%
CC(=O)Nc1cccc(NC(=O)COc2ccc3c(c2)CCC3)c1,-26.9%,-12.2%,4.9,16.3%,i,-21.0%,-5.2%,10.8%,-10.6%
S=c1[nH]nc(COc2ccccc2)n1/N=C/c1ccccc1Cl,-3.0%,-2.6%,3.5,-6.2%,i,-0.8%,-0.9%,-8.2%,-3.7%
Cc1cc(C)c2oc(C(=O)N3CCN(Cc4ccccc4)CC3)cc(=O)c2c1,-27.5%,0.3%,0.0,-7.3%,i,-7.8%,10.3%,-12.7%,0.4%
Cc1ccc(OCc2cc(C(=O)N3CCC(c4ccccc4Cl)C3)no2)cc1C (stereo unspecified),-6.2%,-7.6%,12.9,16.6%,i,-8.7%,-1.1%,26.7%,?
COc1ccccc1OCCNC(=O)c1cc([N+](=O)[O-])cc([N+](=O)[O-])c1,0.0%,-0.9%,9.2,-23.5%,i,-1.4%,1.5%,-30.5%,6.5%
Cc1nnc(C)n1/N=C/c1cc(Br)cc(Br)c1O,-23.2%,?,24.9,?,i,0.7%[9.22 µM],7.9%,-24.7%,?
CCOc1ccc2c(c1)NC(c1cccs1)=NC(c1ccc(F)cc1)=N2,-13.3%,.,.,.,i,.,1.4%,11.5%,.
CCc1nc2c(OC)cccn2c1N(C)C(=O)c1ccccc1F,1.7%,26.8%,16.2,.,i,.,0.0%,5.2%,?
CC(C)(C)CNC(CO)C12CC3CC(CC(C3)C1)C2 (stereo unspecified),-12.8%,-4.8%,20.0,-13.7%,i,9.1%,5.0%,-10.5%,-1.6%
COc1ccc(CCNC(=O)c2oc3ccc(S(=O)(=O)N4CCOCC4)cc3c2C)cc1OC,-2.0%,-4.2%,40.8,6.8%,?,-2.9%,1.6%,1.4%,-1.2%
O=C(/C=C/c1cccs1)c1ccco1,-20.2%,-6.2%,-12.6,32.1%,i,-6.8%[1.84 µM],-23.4%,-18.3%[11.3 µM],-4.4%
O=S(=O)(NC1CCCCC1)c1cccs1,3.0%,8.3%,6.4,-9.3%,i,-11.3%,-2.1%,8.8%,18.6%
CC(=O)OC[C@@H]1CN(Cc2cccc(C(F)(F)F)c2)C[C@H](n2cnc3c(NCc4ccco4)ncnc32)O1,-17.9%,-23.5%,11.9,.,?,.,0.0%,-16.8%,-15.5%
COc1ccc(C(=O)COC(=O)c2ccccc2O)c(OC)c1,9.5%,6.5%,0.0,7.5%,i,-2.2%,-1.4%,3.4%,-2.1%[9.24 µM]
CCCCOc1ccc(S(N)(=O)=O)cc1,-16.7%,2.5%,32.6,-1.6%,i,-2.4%,-1.4%,-2.2%,-8.1%
COc1ccc(C(=O)NCCSc2ccc(C)cc2)cc1,-1.0%,23.0%,-5.3,5.6%,i,-22.9%,7.1%,27.4%,5.0%
CCc1ccc(-n2nc(C)c3c(C)cc(=O)n(CC(=O)Nc4ccc(F)cc4C)c32)cc1,-9.8%,.,.,.,i,.,6.2%,-2.1%,.
Cc1onc(-c2ccccc2)c1-c1n[nH]c(=S)n1-c1ccc(C(=O)O)cc1,0.9%,10.9%,1.4,-3.3%,i,3.7%[9.22 µM],9.6%,-8.4%,14.1%
O=C(NC1CC(=O)N(c2ccccc2)C1)C1CC1 (stereo unspecified),-0.8%,19.3%,5.8,0.8%,i,-507.6%[inhibitor],-4.2%,18.4%,14.8%
CC(C)(C)c1nc2scc(-c3cccs3)c2c(=O)o1,-4.6%,0.0%,26.1,0.4%,i,-1.9%,-6.1%,-2.9%,-6.6%
